pCIP destab – p/CIP protein destabilization; Q05BA5; F442A p/CIP-EGFP cells, EGFP fluorescence, 16 h; decrease of EGFP signal, % at 10 µM; 290,000 compounds, 0.01% hits; AID 1984;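 active = EGFP signal decrease of at least 30% at 10 µM or well 3 SD below plate mean, unless failing retest; inactive = the rest, including hits failing retest or dose response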; note: some compounds called inactive have numbers as strong as hits; many of its hits are not listed in these tables
IDE cell inh – inhibits human insulin-degrading enzyme in HEK cells | FAbetaB cleavage, fluorescence polarization | inhibition, % at 5.59 µM | 320,000 compounds, 0.41% hits | AID 434962;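 active = percent inhibition above the average of all tested compounds plus 3 SD, set per screening campaign, cut at about 16% in these data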;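 note: IDE supplied by intact live HEK cells; FP after avidin binding of uncleaved biotin substrate so inhibition keeps polarization high; 0% = DMSO wells and 100% = 60 µM reference IDE inhibitor Ii1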
PHOSPHO1 inh – blocks human PHOSPHO1 phosphatase activity. inhibition, % at 13.3 µM. AID 1565. Q8TCT1. recombinant PHOSPHO1, absorbance phosphatase assay. 290,000 compounds, 1.1% hits; in the data active = inhibition above about 60%
Target sequence (Q8TCT1 whole entry, looked up): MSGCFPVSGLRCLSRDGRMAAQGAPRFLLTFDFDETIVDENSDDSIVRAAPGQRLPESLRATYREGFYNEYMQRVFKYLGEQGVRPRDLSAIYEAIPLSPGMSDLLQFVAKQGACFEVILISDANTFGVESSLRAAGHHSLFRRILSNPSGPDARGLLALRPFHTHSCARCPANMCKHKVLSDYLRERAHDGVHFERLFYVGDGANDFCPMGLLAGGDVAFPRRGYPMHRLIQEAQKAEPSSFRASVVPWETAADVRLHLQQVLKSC
IMP-1 inhibitor – inhibitors of Pseudomonas aeruginosa IMP-1 metallo-beta-lactamase; AID 1556; purified IMP-1, nitrocefin hydrolysis, epi-absorbance fluorescence; inhibition, % at 5.6 µM; 290,000 compounds, 0.45% hits;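 active = inhibition above the mean plus 3 SD of all compounds in the same screening run, cut at about 4.5% in these data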;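 note: 0% = IMP-1 with DMSO and 100% = DMSO wells lacking enzyme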
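System: purified recombinant IMP-1 beta-lactamase. Medium: Zinc- and detergent-supplemented HEPES buffer, pH 7.1. Compound: one 5.6 µM dose […]. Schedule: 15 min preincubation plus 25 min reaction at 25 °C. Technique: Epi-absorbance fluorescence, 480 nm excitation, 530 nm emission.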
IDE cell activ – boosts human insulin-degrading enzyme activity in HEK cells | FAbeta-B cleavage, fluorescence polarization; 0% vehicle, 100% cell-free pure enzyme wells | 340,000 compounds, 0.073% hits | P14735 | activation, % at 5.96 µM;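 active = activation above the mean of all tested compounds plus 3 SD, set per screening campaign, cut at about 17% in these data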
M18AAP inhibitor – blocks P. falciparum M18 aspartyl aminopeptidase | recombinant PfM18AAP, H-Glu-NHMec fluorogenic cleavage | inhibition, % at 7.35 µM | 290,000 compounds, 1.2% hits | AID 1822;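 active = inhibition above the campaign mean inhibition over all tested compounds plus 3 SD, cut at about 28% in these data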;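 note: 0% = plate median of test compound wells and 100% = 2 mM ZnCl2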
GPR7 antag – human neuropeptides B/W receptor 1 antagonism; 290,000 compounds, 1.1% hits; inhibition, % at 4.4 µM; GPR7-expressing cells, fluorescence antagonist assay; P48145; AID 1861; in the data active = inhibition above about 16%, passing the limit was not always enough;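 note: cells stimulated with the agonist NPW; 0% = agonist with vehicle and 100% = vehicle without agonist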
Target sequence (P48145 whole entry, looked up): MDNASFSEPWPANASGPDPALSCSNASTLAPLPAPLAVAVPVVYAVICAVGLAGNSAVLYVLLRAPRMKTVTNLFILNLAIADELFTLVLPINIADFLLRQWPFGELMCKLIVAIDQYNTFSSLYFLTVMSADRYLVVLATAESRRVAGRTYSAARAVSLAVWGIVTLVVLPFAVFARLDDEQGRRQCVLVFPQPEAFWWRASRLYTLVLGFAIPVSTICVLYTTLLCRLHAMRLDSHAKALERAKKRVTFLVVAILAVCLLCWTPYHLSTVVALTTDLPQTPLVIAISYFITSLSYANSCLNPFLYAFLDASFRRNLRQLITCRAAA
VIM-2 inhibitor – inhibitors of Pseudomonas aeruginosa VIM-2 metallo-beta-lactamase; purified VIM-2, nitrocefin hydrolysis, epi-absorbance fluorescence; 290,000 compounds, 0.89% hits; inhibition, % at 5.6 µM;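 active = inhibition above the mean of all tested compounds plus 3 SD, cutoff set per screening run, cut at about 7.5% in these data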;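 note: red hydrolysis product quenches plate fluorescence so inhibitors raise well fluorescence; 0% = enzyme with DMSO and 100% = DMSO without enzyme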
NALP1 inh – blocks the NALP1 inflammasome reconstituted in yeast | S. cerevisiae NALP1/ASC/caspase-1 growth, X-gal OD620, 72 h | inhibition, % at 10 µM | 280,000 compounds, 0.61% hits; in the data active = inhibition mostly above about 24%, no sharp cut-off; inactive = mostly below about 32%; note: some compounds called inactive have numbers as strong as hits
Starred values were filed as active, the others as inactive; . = no result given. No enrichment for hits. About 5.3% of those tested had a hit in this group.

item	structure	pCIP destab	IDE cell inh	PHOSPHO1 inh	IMP-1 inhibitor	IDE cell activ
1	O=C(CSc1ncccn1)NC(=O)Nc1ccc2c(c1)OCCO2	-6	1	13	-3.4	-4
2	O=C(NCc1ccco1)c1ccc2nc3sc4c(c3c(=O)n2c1)CCCC4	-4	4	35	1.0	.
3	Cc1cccc(NC(=O)NNC(=O)c2c(Cl)c(C)nn2C)c1	-1	-3	-3	-2.4	5
4	Cc1ccc(C)c(NC(=O)CSc2nnc(CSc3nc(C)cc(C)n3)n2Cc2ccco2)c1	-12	1	31	-2.3	5
5	CC(=O)Nc1c(O)nc(SCC(=O)Nc2cccc(C)c2)[nH]c1=O	-5	1	-3	-2.9	1
6	COc1ccc(CC(=O)NC(C)c2nnc(SCCC(=O)Nc3ccccc3)n2C)cc1 (stereo not drawn)	-19	-6	18	-2.7	2
7	Cc1cc(OCCCCCNCCO)ccc1Cl	-1	-1	2	-1.1	-8
8	CCOC(=O)N1CCN(C(=O)CSCc2ccccc2C)CC1	-16	2	45	-2.0	-7

item	M18AAP inhibitor	GPR7 antag	VIM-2 inhibitor	NALP1 inh
1	-5	6	-4.5	0
2	18	4	0.2	35
3	3	-15	-4.5	16
4	-26	0	-1.1	-22
5	10	-6	-1.0	10
6	4	5	-5.9	18
7	2	11	-2.4	15
8	-4	-3	-3.5	6

item	structure	pCIP destab	IDE cell inh	PHOSPHO1 inh	IMP-1 inhibitor	IDE cell activ
9	COC(=O)[C@@H](Cc1ccccc1)NC(=O)NCCc1ccccc1	10	4	34	-3.8	-1
10	O=C(CCC1CCCC1)N1CCC(N2CCCCCC2)CC1	-7	-10	18	-1.5	6
11	Cc1ccccc1NC1=C/C(=N\S(=O)(=O)c2cccs2)c2ccccc2C1=O	.	-6	1	-2.2	5
12	CCn1c(/C=C\c2ccccc2C)nc2ccccc2c1=O	4	2	32	-2.8	2
13	O=C(O)COc1ccccc1/C=N/NC(=O)CNC(=O)c1ccc(F)cc1	9	-4	18	-1.0	5
14	O=C(O)C1CC(=O)N(c2ccc(OCc3ccc(Br)cc3)cc2)C1 (stereo not drawn)	-6	7	24	-3.3	-1
15	Nc1ccc(C(=O)Oc2ccc([N+](=O)[O-])cc2)c(O)c1	5	4	8	-0.9	.
16	Cc1ccc(CS(=O)Cc2ccc(C(=O)NC3CCCCCC3)o2)cc1 (stereo not drawn)	-12	6	37	-3.9	-6

item	M18AAP inhibitor	GPR7 antag	VIM-2 inhibitor	NALP1 inh
9	-2	-1	-3.7	20
10	-12	2	-0.7	28
11	-2	-7	-3.6	-9
12	1	-7	-3.8	5
13	-4	1	-1.4	.
14	0	11	-1.1	10
15	19	-4	-1.8	-2
16	-4	-9	-3.8	-14

item	structure	pCIP destab	IDE cell inh	PHOSPHO1 inh	IMP-1 inhibitor	IDE cell activ
17	Cc1cc(=O)n2nc(N3CCC(C(=O)NCc4ccc(Cl)cc4)CC3)sc2n1	3	0	38	-3.4	6
18	CCOC(=O)N1CCN(c2c(N3CCC(N4CCCCC4)CC3)c(=O)c2=O)CC1	-4	1	2	0.5	-4
19	O=C(CSc1nnc(CSc2nc3ccccc3s2)o1)NC1CCCCC1	-9	-3	-16	-2.2	-6
20	CCN(CC)CCNC(=O)Cn1cnc2sc(C)c(S(=O)(=O)N3CCOCC3)c2c1=O	-42	-1	4	-1.2	-2
21	CN(C)/C=N/c1ncc(C(=O)c2ccccc2)s1	-20	4	10	-1.8	0
22	CCc1ccc(NC(=O)CCNC(=O)Cn2cnc3ccccc3c2=O)cc1	3	0	12	-4.2	0
23	Cn1cc(C(=O)C(=O)N2CCCC2)c2ccccc21	-3	.	19	0.0	3
24	Cc1ccccc1C(=O)NNC(=S)Nc1cccc(C(F)(F)F)c1	-6	5	-2	-2.2	2

item	M18AAP inhibitor	GPR7 antag	VIM-2 inhibitor	NALP1 inh
17	0	-9	-3.0	-10
18	-3	-2	0.8	-8
19	0	-11	-1.8	15
20	-5	-29	-3.9	-7
21	-2	10	-8.3	40
22	0	0	-2.2	-1
23	-1	-5	0.0	9
24	-13	-7	-2.1	21

item	structure	pCIP destab	IDE cell inh	PHOSPHO1 inh	IMP-1 inhibitor	IDE cell activ
25	Cc1sc2nc(CN(C(=O)c3cccs3)C3CCCC3)[nH]c(=O)c2c1C	-8	-4	-2	-1.4	-2
26	CCc1ccc(NCCC(=O)c2ccc(Br)cc2)cc1	-6	4	30	-3.0	6
27	Cc1ccc2c(C(=O)CN3CCCC(C)C3)c(C)[nH]c2c1 (stereo not drawn)	-22	4	38	-2.3	0
28	CSc1nc2cc(C)nn2c(-c2ccccc2Cl)c1C#N	-9	-4	27	-1.5	5
29	O=C(Nc1ccccc1C(F)(F)F)c1cc2ccccc2o1	-3	-3	30	-3.3	4
30	O=C(CN1C(=O)c2cccnc2Oc2ccc(Cl)cc21)NC1CCCCC1	0	-4	49	-0.2	4

item	M18AAP inhibitor	GPR7 antag	VIM-2 inhibitor	NALP1 inh
25	-4	-2	-0.3	11
26	-1	3	-0.5	20
27	9	-3	-1.6	-5
28	-5	-11	-1.5	-4
29	0	-30	-1.7	12
30	-5	-2	-2.8	16

Six of these compounds, reformatted.
#	Structure	pCIP destab	IDE cell inh	PHOSPHO1 inh	IMP-1 inhibitor	IDE cell activ	M18AAP inhibitor	GPR7 antag	VIM-2 inhibitor	NALP1 inh
18	CCOC(=O)N1CCN(c2c(N3CCC(N4CCCCC4)CC3)c(=O)c2=O)CC1	-4	1	2	0.5	-4	-3	-2	0.8	-8
8	CCOC(=O)N1CCN(C(=O)CSCc2ccccc2C)CC1	-16	2	45	-2.0	-7	-4	-3	-3.5	6
5	CC(=O)Nc1c(O)nc(SCC(=O)Nc2cccc(C)c2)[nH]c1=O	-5	1	-3	-2.9	1	10	-6	-1.0	10
24	Cc1ccccc1C(=O)NNC(=S)Nc1cccc(C(F)(F)F)c1	-6	5	-2	-2.2	2	-13	-7	-2.1	21
22	CCc1ccc(NC(=O)CCNC(=O)Cn2cnc3ccccc3c2=O)cc1	3	0	12	-4.2	0	0	0	-2.2	-1
13	O=C(O)COc1ccccc1/C=N/NC(=O)CNC(=O)c1ccc(F)cc1	9	-4	18	-1.0	5	-4	1	-1.4	.
